mcGAS lum – inhibitors of mouse cGAS. actives 0.15% (n = 160,000). inhibition, % at 12.5 µM. recombinant cGAS, Kinase-Glo ATP depletion luminescence. AID 1259399;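 also: 0% = negative control wells and 100% = reference inhibitor with no enzyme activity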
NPYLR7 agonist – activates Aedes aegypti NPYLR7 receptor; AID 1259423; HEK293T NPYLR7/Galpha15, GCaMP6s calcium fluorescence; actives 0.15% (n = 270,000); activation, % at 10 µM; in the data active = activation above about 40%;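 also: 0% = vehicle and 100% = reference agonist at the receptor; some compounds past the cut are filed as inactive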
hcGAS inh – human cGAS inhibition; AID 1259398; recombinant h-cGAS, ATP depletion, Kinase-Glo luminescence; inhibition, % at 12.5 µM; actives 0.081% (n = 290,000);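 also: 0% = vehicle reaction and 100% = reaction without DNA for no activity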
Target sequence (Q8N884 whole entry, looked up): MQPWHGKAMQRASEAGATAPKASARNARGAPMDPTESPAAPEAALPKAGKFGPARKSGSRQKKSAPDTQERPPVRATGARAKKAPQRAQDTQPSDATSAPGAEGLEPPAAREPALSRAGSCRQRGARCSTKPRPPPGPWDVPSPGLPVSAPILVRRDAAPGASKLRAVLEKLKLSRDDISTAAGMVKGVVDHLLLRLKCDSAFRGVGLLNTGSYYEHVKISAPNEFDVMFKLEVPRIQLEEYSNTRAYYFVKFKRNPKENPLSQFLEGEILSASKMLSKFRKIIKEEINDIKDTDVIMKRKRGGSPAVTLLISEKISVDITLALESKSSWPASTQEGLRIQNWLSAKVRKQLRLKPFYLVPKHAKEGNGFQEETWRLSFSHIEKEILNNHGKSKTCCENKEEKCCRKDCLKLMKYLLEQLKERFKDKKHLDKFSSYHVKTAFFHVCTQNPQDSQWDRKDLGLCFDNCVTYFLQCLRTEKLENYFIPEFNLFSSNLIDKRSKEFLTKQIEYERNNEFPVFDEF
Numbers without * were called inactive; · = not tested or not shown; & = joins results of further samples. Rule as the data show it, unless noted: active = inhibition above about 40%; inactive = the rest.

SMILES | mcGAS lum | NPYLR7 agonist | hcGAS inh
Cc1ccc2sc(N(CCCn3ccnc3)C(=O)c3cccc(F)c3)nc2c1C | -7.5 | -9.7 | -4.7
C=C(C)COc1ccc(-c2ncncc2-c2ccc(Cl)cc2)c(O)c1 | -9.7 | 2.8 | -7.0
COc1cc(NC(=O)N(CC(=O)N(CCc2ccc(OC)c(OC)c2)Cc2ccc(C)s2)C2CC2)cc(OC)c1 | -1.7 | 4.8 | -5.9
O=C(COc1ccccc1)N1CCc2sccc2C1c1cccs1 (stereo unspecified) | -6.5 | 3.2 | -11.3
COC(=O)NC1(C(F)(F)F)Oc2cc(Cl)c(Cl)cc2O1 | -5.5 | 5.3 | -5.3
COC(=O)CSc1nc2sc3c(c2c(=O)n1C(C)C)CCC3 | -6.3 | -3.6 | -2.1
Cc1nc(C(=O)Nc2ncccc2I)cs1 | · | 2.0 | -4.0
Cc1cccc(NC(=O)CNC(=O)CN(Cc2ccc(F)cc2)C(=O)CCc2ccccc2)c1 | -4.2 | 6.0 | -2.9
COc1ccc(CCNC(=O)CN(C)c2nc(Cc3ccc(C)cc3)ns2)cc1OC | -5.3 | -2.2 | -9.7
O=C(OCc1ccccc1)N1CCN(c2c3c(nc4ncnn24)CCC3)CC1 | -5.1 | 21.1 | 1.0
CCN(CC)S(=O)(=O)c1ccc2c(c1)nc(SCC(N)=O)n2C(C)C | -6.1 | 3.5 | -7.1
Cc1ccc(S(=O)(=O)N2CCC(C(=O)N3CCCC(C)C3)CC2)cc1 (stereo unspecified) | -3.4 | -1.6 | -1.9
CN1C(=O)Cc2cc(C(=O)CSc3nnc(C4CC4)o3)ccc21 | · | 1.4 | -4.3
CNc1nc2cnc(Nc3ccc(OC)cc3)cc2n1CCOC | -6.5 | 4.4 | -1.3
CS(=O)(=O)N(CCN1C(=O)c2ccccc2C1=O)CCN1C(=O)c2ccccc2C1=O | -4.4 | -6.1 | -1.7
NC(=O)CCn1c(SCC2CCCCO2)nnc1-c1ccco1 (stereo unspecified) | · | -2.2 | -6.1
C=CCn1c(C)nnc1SCc1nc2sc3c(c2c(=O)[nH]1)CCC3 | · | 6.9 | -6.3
O=C(OCc1nc(C(=O)NCc2ccco2)cs1)c1ccccc1 | -6.1 | -8.7 | -1.9
CN(Cc1ccc2nsnc2c1)Cc1nc(-c2ccc3c(c2)OCO3)no1 | · | 7.1&3.8 | -9.4&0.1
Cc1cc(=O)n(C(C)C(=O)N2CCOCC2)c2c(C)cccc12 (stereo unspecified) | -5.4 | -10.3 | -3.6
CCC(C)NC(=O)C(NC(=O)c1ccc(OC)cc1)C1CCN(C(=O)c2ccc(C(F)(F)F)cc2)CC1 (stereo unspecified) | -3.1 | -5.3 | -1.8
O=S(=O)(c1cccc(Cl)c1)N1CCN(CCc2ccccn2)CC1 | · | 5.9 | -2.8
Cc1cccc(CN2CCN(Cc3cn[nH]c3-c3ccccc3)CC2)c1 | · | 5.8 | -2.2
c1cnc(NN=C2C3CC4CC(C3)CC2C4)nc1 | -15.0 | 9.8 | -6.2
O=c1[nH]c(Nc2ccc(Br)cc2)nnc1Cc1ccc(Cl)cc1 | · | 1.0 | -0.9
Carrying on.
SMILES | mcGAS lum | NPYLR7 agonist | hcGAS inh
CCOC(=O)C(=O)N1CCN(Cc2cc(=O)c(OCc3cc(C)cc(C)c3)co2)CC1 | -4.9 | 24.2 | -5.8
CCCCNC(=O)[C@@H]1CCCC[C@@H]1C(=O)NCc1csc(C)n1 | -4.0 | · | -5.6
CCOC(=O)C(F)(F)C(F)(F)C(F)(F)C(=O)N1CCc2c([nH]c3ccc(OC)cc23)C1c1ccccc1OC (stereo unspecified) | -6.2 | 36.2 | -9.5
C=Cc1ccc(Cn2c(C)c(C(=O)N(C)CCCC)sc2=O)cc1 | · | 11.4 | -7.3
O=C(CCc1ccc2c(c1)OCO2)NC1CCc2[nH]c3ccc(Cl)cc3c2C1 (stereo unspecified) | -4.9 | · | -6.3
CCN(Cc1ccccc1)C(=O)c1ccc(-c2ccccc2)nc1N1CCOCC1 | · | 13.3 | -13.3
CN(CC1CCCO1)C(=O)c1coc(COc2ccc(F)cc2Cl)n1 (stereo unspecified) | -17.8 | 3.4 | -7.8
CC(=O)CN1N=C(C)C(C)n2c1nc1c2c(=O)n(Cc2cc(C)ccc2C)c(=O)n1C (stereo unspecified) | · | -9.3 | -4.1
CCCn1c(C)cc(C(=O)CN2C(=O)NC(Cc3ccccc3)C2=O)c1C (stereo unspecified) | -2.1 | 17.7 | -18.5
CCN(CC)C(CNc1nc(C)nc2c1cnn2C)c1ccco1 (stereo unspecified) | · | 9.2 | 3.0
CSCc1ccc(C(=O)O)o1 | · | 8.7 | -1.0
O=C1OC(C(=O)NC(c2ccccc2)c2ccccn2)Cc2ccccc21 (stereo unspecified) | -16.5 | 9.2 | -5.8
COCC1CCCN(C(=O)C2CCN(c3nc(C)c4ccccc4n3)CC2)C1 (stereo unspecified) | · | 16.7 | -6.6
CC(C)c1ccccc1N1C(=O)CSC1c1ccc(NC(=O)COCc2ccccc2)cc1 (stereo unspecified) | -4.1 | 6.1 | -4.5
COc1ccc2oc(=N)c(C(=O)Nc3cccc(C(F)(F)F)c3)cc2c1 | -5.3 | -1.9 | 2.0
CN1CCC(N(C)C(=O)CCC2CCCN(C(=O)/C=C/c3ccc(Cl)cc3)C2)CC1 (stereo unspecified) | · | 6.2 | -9.0
Cc1cc(C)cc(NC(=O)CSc2ccc(-c3cccnc3)nn2)c1 | -6.9 | 2.8 | -3.9
COCCOC1CCC12CCN(C(=O)c1cc(C)n(C)n1)CC2 (stereo unspecified) | 0.5 | · | 6.6
CCOc1ccc(NC(=O)N2CCC(Cc3ccc(OC)cc3)CC2)cc1 | -4.0 | -2.8 | -4.4
OCCn1c(SCCSc2nc3ccccc3n2CCO)nc2ccccc21 | -4.9 | 1.8 | -6.2
COC(=O)CCc1c(C)nn(-c2nc(C)c(C)c(=O)[nH]2)c1C | · | -6.7 | -9.1
COC(=O)C1CCN(C(=O)c2ccc(-c3cc(-c4cccc(C(F)(F)F)c4)n[nH]3)cc2)CC1 | 0.3 | 2.2 | 0.1
COc1ccc(CNC(=O)c2c(O)nc3cc(C)ccn3c2=O)cc1 | 3.5 | 3.5 | 7.2
CC(=O)OC[C@@]12[C@@H](OC(C)=O)C[C@@H](C)[C@](C)([C@@H]3C[C@H]4CCO[C@H]4O3)[C@H]1CCC[C@]21CO1 | -7.9 | -7.1 | -6.0
CN(Cc1csc(-c2ccccc2)n1)C(=O)Cn1nnnc1CN1CCOCC1 | -3.2 | 0.8 | -8.2
The list goes on:
SMILES | mcGAS lum | NPYLR7 agonist | hcGAS inh
Cc1ccc(S(=O)(=O)n2cccn2)c(C)c1 | -3.6 | 0.2 | -4.0
COc1ccc(N2CC(NC(=O)Nc3ccccn3)CC2=O)cc1 (stereo unspecified) | -7.1 | 6.9 | -5.6
C/C=C\Cn1c(C(=O)N2CCN(C(=O)C34CC5CC(CC(C5)C3)C4)C(C)C2)cc2ccsc21 (stereo unspecified) | -2.9 | -0.7 | -1.0
C=CCn1c(=NC(=O)c2ccc(C#N)cc2)sc2cccc(C)c21 | -6.1 | 3.1 | -0.2
CCCN(C)c1cc(-c2ccccc2)nc(SCc2cccc(C(=O)NCc3ccc4c(c3)OCO4)c2)n1 | -4.6 | 8.3 | -2.5
NC(=O)c1oc2ccccc2c1N | · | 1.9 | -3.5
CCC(CC)NC(=O)COc1ccc(C(=O)OC)cc1 | -4.2 | 2.7 | -2.5
Cc1noc(-c2cccs2)c1C(=O)NCCCN1CCOCC1 | -5.7 | 16.8 | -6.0
Cc1ccc(C)c(S(=O)(=O)N(C)C2(C)CCS(=O)(=O)C2)c1 (stereo unspecified) | · | 0.5 | 6.8
Cc1ccc(-c2cc(O)c3c(c2)CN(C(=O)c2cccc(F)c2)CCO3)s1 | · | 4.7 | -5.8
O=C1CCN(c2nc(/C=C/c3ccccc3)nc3sc4c(c23)CCCC4)CCN1 | · | 1.9 | -6.8
COc1ccc(-c2nc(OC)nn2-c2cccc(NC(=O)c3ccc(C)cc3)c2)cc1 | -9.2 | · | 0.1
Cc1oc(-c2ccc(Cl)cc2)nc1CSc1nc(-c2ccncc2)cc(=O)[nH]1 | -8.8 | -1.5 | -4.8
Cc1ccc(Cl)c(Oc2cc(N3CCN(CCN4CCOCC4)CC3)ncn2)c1 | -3.3 | -9.9 | -4.0
CC1=NC2=C(C(=O)CCC2)C(c2cccc(F)c2)C1C(=O)OC1CCCC1 (stereo unspecified) | -1.8 | -0.7 | -2.0
Cc1n[nH]c(=S)n1CCNC(=O)CC(C)(C)c1ccccc1 | · | -1.1 | -6.6
Cc1cccc(Cn2cccc(C(=O)N(C)Cc3ccc(O)cc3)c2=O)c1 | -9.6 | 1.0 | -7.9
c1ccc(O[C@H]2CN(C3CCOCC3)[C@H]3Cc4c([nH]c5ccccc45)[C@@H]2C3)nc1 | -7.8 | 31.8 | -6.3
CCC(C)Nc1nc(OC)nc(N(C#N)CC(=O)N(c2ccccc2)C(C)C)n1 (stereo unspecified) | -7.1 | 16.7 | -5.2
CCOC(c1ccccc1)c1ccc2c(c1)CN(C(=O)c1ccc(OC)nc1OC)CCO2 (stereo unspecified) | -12.5 | 1.8 | -6.9
C[n+]1ccn(Cc2cc(=O)oc3cc(Br)ccc23)c1 | · | 4.9 | 2.1
O=C1c2ccccc2-c2ccc(OCc3ccc(-c4nccnc4NS(=O)(=O)c4ccc(Oc5ccccc5)cc4)cc3)cc21 | -0.7 | -4.5 | -0.2
CCN(CC(=O)NC(C)C)C(=O)CCc1ccc(-c2ccc(OC)cc2)o1 | · | 3.9 | -4.8
COC(=O)c1ccccc1NC(=O)N1CCN(C(C)c2ccccc2)CC1 (stereo unspecified) | -8.6 | 12.4 | -11.7
COc1cccc(NC(=O)NCCN2CCN(c3nc(Cc4ccc(C)cc4)ns3)CC2)c1 | -5.1 | 14.2 | -6.0

Some of the entries above, set out differently.
SMILES	mcGAS lum	NPYLR7 agonist	hcGAS inh
Cc1oc(-c2ccc(Cl)cc2)nc1CSc1nc(-c2ccncc2)cc(=O)[nH]1	-8.8	-1.5	-4.8
Cc1ccc(Cl)c(Oc2cc(N3CCN(CCN4CCOCC4)CC3)ncn2)c1	-3.3	-9.9	-4.0
CC1=NC2=C(C(=O)CCC2)C(c2cccc(F)c2)C1C(=O)OC1CCCC1 (stereo unspecified)	-1.8	-0.7	-2.0
Cc1n[nH]c(=S)n1CCNC(=O)CC(C)(C)c1ccccc1	·	-1.1	-6.6
Cc1cccc(Cn2cccc(C(=O)N(C)Cc3ccc(O)cc3)c2=O)c1	-9.6	1.0	-7.9
c1ccc(O[C@H]2CN(C3CCOCC3)[C@H]3Cc4c([nH]c5ccccc45)[C@@H]2C3)nc1	-7.8	31.8	-6.3
CCC(C)Nc1nc(OC)nc(N(C#N)CC(=O)N(c2ccccc2)C(C)C)n1 (stereo unspecified)	-7.1	16.7	-5.2
CCOC(c1ccccc1)c1ccc2c(c1)CN(C(=O)c1ccc(OC)nc1OC)CCO2 (stereo unspecified)	-12.5	1.8	-6.9
C[n+]1ccn(Cc2cc(=O)oc3cc(Br)ccc23)c1	·	4.9	2.1
O=C1c2ccccc2-c2ccc(OCc3ccc(-c4nccnc4NS(=O)(=O)c4ccc(Oc5ccccc5)cc4)cc3)cc21	-0.7	-4.5	-0.2
CCN(CC(=O)NC(C)C)C(=O)CCc1ccc(-c2ccc(OC)cc2)o1	·	3.9	-4.8
COC(=O)c1ccccc1NC(=O)N1CCN(C(C)c2ccccc2)CC1 (stereo unspecified)	-8.6	12.4	-11.7
COc1cccc(NC(=O)NCCN2CCN(c3nc(Cc4ccc(C)cc4)ns3)CC2)c1	-5.1	14.2	-6.0

(listing goes on)
SMILES | mcGAS lum | NPYLR7 agonist | hcGAS inh
CC(C)CNC(=O)C1(C)CCCN1C(=O)CSc1ccccc1 (stereo unspecified) | -8.7 | 3.0 | -13.7
C=CCN1CC(c2nc3ccccc3n2C(C)c2ccccc2)CC1=O (stereo unspecified) | · | 1.1 | -3.0
Cc1ccc(C)c(-n2cc(CN(C)Cc3ccon3)c(-c3ccccc3)n2)c1 | -4.1 | 0.4 | -3.6
CCc1cc(N2CCN(c3ccc(OC)cc3)CC2)nc(SCc2ccc(C(=O)NCCN3CCOCC3)o2)n1 | -4.6 | 5.6 | -5.3
CCOc1cc(/C=C2\SC(=S)N(C(Cc3ccccc3)C(=O)O)C2=O)ccc1O (stereo unspecified) | -7.5 | 9.8 | -4.5
CCc1c(C(=O)NCc2ccccn2)c(C)nn1-c1ccccc1 | -3.7 | -2.7 | -5.3
CC(C)(C)c1ccc(-c2ccnc3nc(N4CCN(C(=O)COc5ccc(Cl)cc5)CC4)nn23)cc1 | -2.1 | 5.8 | 1.5
O=C(NCC1CCCN(Cc2ccsc2)C1)c1ccco1 (stereo unspecified) | · | -5.6&10.9 | -4.5&-10.2
O=C(NCCNC(=O)C1CCN(C(=O)COc2ccc(Cl)cc2)CC1)c1ccccc1 | -5.5 | 12.8 | -2.9
CCNC(=O)NC(=O)COC(=O)c1cc(C)oc1C | · | -1.4 | -0.3
CS(=O)(=O)c1cccc(C(=O)N2CCN(S(=O)(=O)c3ccccc3)CC2)c1 | · | 17.2 | -3.4
Cc1c(N)cccc1-c1nc2cc(Cl)ccc2o1 | -5.7 | -4.0 | -1.0
COc1ccc(CN(Cc2ccc(F)cc2)C(=O)c2cccc(F)c2)cc1OS(=O)(=O)c1ccc(F)cc1 | -6.4 | 2.4 | -12.1
CCN(CC)CCN(C(=O)C1=COCCO1)c1nc2c(Cl)cccc2s1 | -6.7 | -8.7 | -9.4
Cc1cc(=O)n2nc(N3CCC(C(=O)NC4CC4)CC3)sc2n1 | -2.5 | 4.2 | -2.2
COc1cc(C2NN(C)C3C(=O)NC(=O)C23)ccc1O (stereo unspecified) | -7.9 | 20.5 | -6.1
CCN1CCN(C(=O)CCC2CCN(C(=O)/C=C/c3ccccn3)CC2)CC1 | · | 0.0 | -10.3
CN(C)Cc1nnc(C(=O)N2CCC(N(C)C)C2)o1 (stereo unspecified) | · | 24.0 | -8.9
